PME-1 inh: PME-1 inhibitors via competitive probe labeling, primary screen, biochemical, fluorescence polarization, FP-Rh probe, HTS; 0.53% of 320,000 active; inhibition, % at 5.9 µM; Protein phosphatase methylesterase 1 (Homo sapiens), Q9Y570; recombinant PME-1; AID 2130, 2009;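 active = inhibition above the campaign mean of all compounds plus 3 SD, cut at about 26% in these data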;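 also: competitive labeling of PME-1 active site by serine hydrolase directed probe; 0% = PME-1 with DMSO and 100% = wells lacking PME-1 enzyme; inhibitors block probe labeling so polarization falls and inhibition rises; many of its hits are not listed in these tables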
Target sequence (Q9Y570 whole entry, looked up): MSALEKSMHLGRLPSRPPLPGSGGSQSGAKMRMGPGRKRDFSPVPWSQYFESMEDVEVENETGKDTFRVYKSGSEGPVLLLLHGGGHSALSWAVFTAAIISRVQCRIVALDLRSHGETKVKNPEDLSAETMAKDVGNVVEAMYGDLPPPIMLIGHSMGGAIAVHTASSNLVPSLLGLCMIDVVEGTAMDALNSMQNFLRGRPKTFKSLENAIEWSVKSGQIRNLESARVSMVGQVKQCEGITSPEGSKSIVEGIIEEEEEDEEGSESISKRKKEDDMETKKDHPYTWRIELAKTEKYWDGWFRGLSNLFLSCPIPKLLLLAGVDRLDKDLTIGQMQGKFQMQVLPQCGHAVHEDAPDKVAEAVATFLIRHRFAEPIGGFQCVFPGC
AHR act: AHR activators, primary screen, cell-based, luminescence, luciferase reporter, human; AHR-responsive luciferase reporter cells; Aryl hydrocarbon receptor (Homo sapiens), P35869; activation, % at 5 µM; 2.5% of 320,000 active; in the data active = activation above about 47%;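 also: 0% = vehicle wells and 100% = reference agonist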
PAFAH1B2 FP inh: PAFAH1B2 enzyme inhibitors, primary screen, biochemical, fluorescence polarization, human; 1.2% of 340,000 active; Platelet-activating factor acetylhydrolase IB subunit alpha2 (Homo sapiens), P68402; recombinant PAFAH1B2, FP-rhodamine activity probe; inhibition, % at 3.39 µM;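 active = inhibition above the mean of all tested compounds plus 3 SD, cut at about 24% in these data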;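 also: 0% = enzyme with DMSO and 100% = wells lacking PAFAH1B2; many of its hits are not listed in these tables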
Target sequence (P68402 whole entry, looked up): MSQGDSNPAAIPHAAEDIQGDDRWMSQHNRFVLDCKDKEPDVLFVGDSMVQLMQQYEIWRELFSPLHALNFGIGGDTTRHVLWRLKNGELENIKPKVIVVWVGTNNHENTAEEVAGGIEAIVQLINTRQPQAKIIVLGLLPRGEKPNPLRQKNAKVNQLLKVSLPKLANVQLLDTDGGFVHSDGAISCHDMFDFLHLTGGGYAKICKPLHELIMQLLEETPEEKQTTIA
BCLXL inh: inhibitors of human Bcl-xL, primary screen, biochemical, fluorescence polarization, HTS; Bcl-2-like protein 1 (Homo sapiens), Q07817; GST-Bcl-xL / FITC-Bim BH3 peptide fluorescence polarization; inhibition, % at 10.9 µM; 0.7% of 320,000 active;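 active = inhibition above the mean of all tested compounds plus 3 SD, cutoff set per campaign, cut at about 30% in these data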;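 also: 0% = DMSO wells and 100% = unlabeled Bim-BH3 peptide competitor; inhibitors lower millipolarization by displacing the labeled peptide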
Fam108B counter: mouse Fam108B serine hydrolase inhibitors, primary screen, counter-screen for RBBP9 inhibitor project, biochemical, fluorescence polarization; recombinant Fam108B, FP-Rh probe fluorescence polarization; inhibition, % at 9.51 µM; 0.33% of 300,000 active;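 active = inhibition above the screen mean inhibition plus 3 SD, computed separately per campaign, cut at about 18% in these data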;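 also: inhibitors lower polarization as less probe binds the enzyme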
MEX-5 binding: MEX-5 zinc finger RNA-binding disruptors – biochemical, C. elegans, fluorescence polarization, MLPCN library, primary screen; Zinc finger protein mex-5 (Caenorhabditis elegans), Q9XUB2; MEX-5/FITC-TCR2 RNA binding; active compounds read low; activity score (negative = inhibition of binding), % at 10 µM; 0.38% of 300,000 active; AID 1832, 2009;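 active = inhibition past about -25% in most replicates, and total fluorescence under double the plate's negative control median, limit read from the data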;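 also: 0% = DMSO and -100% = 5 µM competing unlabeled TCR2 RNA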
Target sequence (Q9XUB2 whole entry, looked up): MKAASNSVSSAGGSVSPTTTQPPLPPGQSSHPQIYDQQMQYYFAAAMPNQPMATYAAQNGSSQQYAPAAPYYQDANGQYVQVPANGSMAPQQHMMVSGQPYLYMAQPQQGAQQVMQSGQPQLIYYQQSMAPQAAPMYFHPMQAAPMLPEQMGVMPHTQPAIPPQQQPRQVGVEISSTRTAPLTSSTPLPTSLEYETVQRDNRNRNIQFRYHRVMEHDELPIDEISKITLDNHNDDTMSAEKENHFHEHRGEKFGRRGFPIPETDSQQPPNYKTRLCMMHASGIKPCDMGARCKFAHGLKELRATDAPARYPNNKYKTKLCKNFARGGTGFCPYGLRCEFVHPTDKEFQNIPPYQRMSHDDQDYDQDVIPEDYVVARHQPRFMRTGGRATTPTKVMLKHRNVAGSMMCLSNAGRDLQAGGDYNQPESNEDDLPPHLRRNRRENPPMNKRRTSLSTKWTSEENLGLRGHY
pPAFAH inh: pPAFAH enzyme inhibitors, primary screen, biochemical, fluorescence polarization, human. Platelet-activating factor acetylhydrolase (Homo sapiens), Q13093. 1.5% of 330,000 active. recombinant pPAFAH, FP-rhodamine probe fluorescence polarization. inhibition, % at 3.39 µM;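 active = inhibition above the mean inhibition across the screen plus 3 SD, cut at about 25% in these data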;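 also: inhibitors block binding of the rhodamine activity-based probe so polarization drops; 0% = enzyme with DMSO and 100% = wells lacking pPAFAH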
MCL1-BIM inh: inhibitors of MCL1 binding to BIM-BH3, primary screen, biochemical, fluorescence polarization | Induced myeloid leukemia cell differentiation protein Mcl-1 (Homo sapiens), Q07820 | GST-MCL1 / FITC-Bim-BH3 fluorescence polarization | inhibition, % at 10.9 µM | 0.68% of 320,000 active | AID 2057, 2009;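 active = inhibition above the mean inhibition of all tested compounds plus 3 SD, set per campaign, cut at about 40% in these data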;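 also: 0% = DMSO wells and 100% = unlabeled Bim-BH3 peptide control; higher means more loss of mP so more displacement of Bim peptide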
GLD-1 TGE inh: GLD-1/TGE RNA complex disruptors, primary screen, biochemical, fluorescence polarization | purified GLD-1 + fluorescein TGE RNA | inhibition, % at 5.96 µM | 0.44% of 320,000 active;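 active = percent inhibition above a per-plate cutoff, the plate mean of test compounds plus 3 SD, cut at about 30% in these data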;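 also: 0% = DMSO wells with GLD-1 and probe and 100% = wells lacking GLD-1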
The depositor's hits bear a star; nt = no result given. Not all compounds are listed; rates above refer to the full screens.

Below each compound: PAFAH1B2 FP inh	AHR act	MEX-5 binding	GLD-1 TGE inh	MCL1-BIM inh	PME-1 inh	Fam108B counter	pPAFAH inh	BCLXL inh
> CCCOC(=O)CN1C(=O)c2ccc(C(=O)OCCC)cc2C1=O
  -2	0	2.1	1	2	-2	-1	1	-2
> CCN1CCN(C(=O)c2ccc(CS(=O)(=O)Cc3ccccc3F)o2)CC1
  2	0	-1.3	8	5	-3	1	12	6
> CCOC(=O)N1CCN(C(=O)c2cc(COc3c(F)cccc3F)on2)CC1
  -9	9	-0.8	6	-6	3	3	4	-1
> Cc1ccc(C(c2c(C)[nH][nH]c2=O)c2c(C)[nH][nH]c2=O)cc1[N+](=O)[O-]
  0	-3	0.3	-1	9	8	-1	6	9
> CCOc1ccc(CCNC(=O)c2cn(C)c3ccc(S(=O)(=O)N4CCOCC4)cc3c2=O)cc1OCC
  6	0	-3.1	-2	-3	-3	2	6	5
> C=CCOC(=O)C(C#N)c1nc2ccccc2nc1N1CCN(Cc2ccc3c(c2)OCO3)CC1 (configuration not stated)
  -4	0	-3.1	3	-14	3	0	3	0
> Cn1c(N)c(C(=O)COC(=O)[C@@H]2CCCN2S(=O)(=O)c2ccc(Cl)cc2)c(=O)n(C)c1=O
  0	1	-0.3	0	-2	3	1	4	2
> O=[N+]([O-])c1ccc(O)c(C=Nc2cccc3ncccc23)c1
  0	9	-3.3	-1	-2	2	-2	7	4
> O=C(O)c1ccc(/C=C/c2nc3ccccc3c(=O)[nH]2)cc1
  7	-2	1.8	0	-2	3	-2	3	0
> COc1ccc(Cc2nnc(SCc3nc4ccccc4c(=O)[nH]3)o2)cc1
  10	10	-0.5	4	1	-2	-1	7	0
> O=C(CNC(=O)c1ccccc1Cl)NCC(c1cccs1)N1CCOCC1 (configuration not stated)
  -2	3	-0.1	0	-6	-1	0	4	2
> COc1ccccc1Oc1ccccc1[N+](=O)[O-]
  7	1	2.2	3	2	1	5	0	-2
> COc1ccc(C(=O)Nc2cc(Cl)ccc2OC(=O)c2ccc(OC)cc2)cc1
  0	22	-0.2	0	0	-1	-4	2	2
> N/C(=N\OC(=O)CCC1CCCC1)c1ccncc1
  2	0	-0.6	3	1	-1	1	4	4
> COc1ccc(NC(=O)CN(C)C(=O)C2CC(=O)N(c3ccc4c(c3)OCCO4)C2)cc1 (configuration not stated)
  0	2	0.3	-3	-32	7	2	-5	2
> C/C=C/C=C/C(=O)Nc1nccs1
  -1	5	0.2	9	6	2	-5	2	11
> COc1ccc(-c2nn(CCC#N)cc2C=C(C#N)C#N)cc1
  -2	1	-1.4	-6	-5	3	1	6	0
> Cc1ccc(S(=O)(=O)NNC(=O)c2ccc(O)cc2)cc1
  7	0	-1.8	0	7	5	-4	7	2
> CCn1nc(C(=O)OCC(=O)c2ccc(F)cc2)c2ccccc2c1=O
  -2	2	-0.4	8	-2	-2	1	2	2
> FC(F)(F)c1cccc(Cc2noc(CN3CCC(N4CCCCC4)CC3)n2)c1
  3	1	0.6	-8	5	0	0	0	1

More entries.
Below each compound: PAFAH1B2 FP inh	AHR act	MEX-5 binding	GLD-1 TGE inh	MCL1-BIM inh	PME-1 inh	Fam108B counter	pPAFAH inh	BCLXL inh
> Clc1ccc2c(N/N=C/c3ccccc3Br)ccnc2c1
  -5	-1	-4.1	6	8	-1	-21	-1	6
> COc1ccccc1NC(=O)CSc1ccc2nnc(-c3ccncc3)n2n1
  3	27	1.1	1	-9	0	0	-2	-4
> Cc1ccc(S(=O)(=O)C2(S(=O)(=O)c3ccc(C)cc3)CC2)cc1
  5	-1	-0.6	-1	-4	1	-4	0	1
> COc1ccc(C(=O)Cn2cc([N+](=O)[O-])nc2C)cc1
  0	1	2.0	9	-2	-3	0	4	9
> CCOC(=O)c1c2c3c(cccc3[nH]c1=O)C(=O)c1ccccc1-2
  4	23	-5.6	21	47*	9	3	-2	54*
> Cc1nn(-c2ccccc2)c(Cl)c1C(=O)Nc1nnc(C2CCCC2)s1
  2	10	1.1	0	-2	0	0	9	5
> CC(C)(C)NC(=O)COC(=O)c1ccccc1Oc1ccccc1
  5	2	0.7	6	-7	3	2	9	-3
> COCc1c(C(=O)OCC(=O)c2c(N)n(CC(C)C)c(=O)n(C)c2=O)oc2ccccc12
  -8	2	1.5	4	-8	-7	-7	-1	-3
> CC[C@]12c3[nH]c4ccccc4c3CCN1C(=O)C(CC(=O)NCc1cccc(C(F)(F)F)c1)C[C@@H]2C(=O)N1CCN(C(=O)C2CC2)CC1 (some centres not stated)
  -10	0	nt	3	nt	nt	nt	-2	nt
> Brc1ccccc1/C=N/Nc1ccc2ccccc2n1
  6	94*	-1.2	-2	9	12	-8	6	7
> CC(C)(C)NC(=O)CN(C(=O)CCC(=O)Nc1nccs1)c1ccc(F)c(Cl)c1
  1	1	-0.2	2	-4	4	3	-3	2
> CCOC(=O)c1c(N)sc(N)c1C(=O)OCC
  1	7	0.2	4	18	7	4	6	13
> COc1cccc(C(=O)N/N=C/c2ccc(Oc3ccc([N+](=O)[O-])cn3)c(OC)c2)c1
  4	4	-2.0	8	-4	-7	-1	8	-5
> Cc1cccc(/C=N/NC(=O)c2cc(-c3cccnc3)nc3c2c(C)nn3-c2ccccc2)c1
  -4	8	1.8	-3	2	-3	-3	2	-2
> NC(=O)C1=C[C@H](c2ccccc2)C[C@H](OCc2ccc(CO)cc2)O1
  3	-2	-1.8	3	-5	2	-2	3	1
> CCc1ccc(NC(=O)CCCN2C(=S)NC(C)(C)CC2C)cc1 (configuration not stated)
  7	4	-3.3	-1	6	2	-3	2	7
> CSc1ccccc1NC(=O)CSc1nnc(Cc2ccccc2)o1
  4	1	0.2	-2	3	-5	-2	2	6
> Cc1ccc(OCCNC(=O)Cc2ccc(S(=O)(=O)N3CCOCC3)s2)cc1
  3	3	4.1	8	0	4	6	5	-1
> NS(=O)(=O)c1ccc(Cl)cc1[N+](=O)[O-]
  3	0	2.8	6	-1	1	-1	-1	-1
> Cc1ccc(-n2nnnc2SCC(=O)Nc2ncc(Cc3ccccc3Cl)s2)cc1
  -3	0	2.6	-10	-7	-2	-8	-1	-5

Fetched by structure from above (2):
Below each compound: PAFAH1B2 FP inh	AHR act	MEX-5 binding	GLD-1 TGE inh	MCL1-BIM inh	PME-1 inh	Fam108B counter	pPAFAH inh	BCLXL inh
> CCOC(=O)c1c2c3c(cccc3[nH]c1=O)C(=O)c1ccccc1-2
  4	23	-5.6	21	47*	9	3	-2	54*
> COc1cccc(C(=O)N/N=C/c2ccc(Oc3ccc([N+](=O)[O-])cn3)c(OC)c2)c1
  4	4	-2.0	8	-4	-7	-1	8	-5

(continued)
Below each compound: PAFAH1B2 FP inh	AHR act	MEX-5 binding	GLD-1 TGE inh	MCL1-BIM inh	PME-1 inh	Fam108B counter	pPAFAH inh	BCLXL inh
> CC(C)NC(=O)N(C)C[C@@H]1Oc2c(NS(=O)(=O)c3ccccc3)cccc2C(=O)N([C@@H](C)CO)C[C@@H]1C
  3	0	nt	-3	nt	nt	nt	4	nt
> Cc1ccccc1NCC(=O)N/N=C\c1ccc2c(c1)OCO2
  3	38	1.3	9	-7	2	4	3	2
> Cc1ccc(C)c(NC(=O)Cn2cc(C(=O)C3CC3)c3ccccc32)c1
  -1	2	-0.2	9	-24	-10	0	7	-13
> Cc1ccc(C(=O)NNC(=O)C2CCN(c3ncccn3)CC2)cc1
  5	3	1.3	6	6	-2	-6	-1	5
> Cc1nc2cc(NC(=O)Nc3nccs3)ccc2n1C
  9	-2	0.5	0	5	0	-4	6	6
> C=C[C@]1(C)C=C2CC[C@H]3[C@@](C)(CCC[C@@]3(C)C(=O)O)[C@@H]2CC1
  48*	1	nt	4	nt	nt	nt	4	nt
> CC1CC(C)CN(C(=O)Cn2nnc(-c3ccccc3)n2)C1 (configuration not stated)
  6	3	-0.4	2	7	-7	5	5	9
> O=S(=O)(c1ccccc1)c1nc(-c2ccccc2Cl)oc1NCCN1CCOCC1
  4	-4	0.3	2	-2	8	-6	4	-2
> COc1ccc(CN2C(=O)C(Cc3ccccc3)Nc3ncnc(N4CCc5ccccc5C4)c32)cc1 (configuration not stated)
  nt	9	3.4	6	-7	-4	-5	-1	7
> Cc1cc(C)c(C(=O)COC(=O)c2c(C)noc2C)cc1C
  -3	1	nt	0	5	-3	nt	-3	1
> COc1ccc(S(=O)(=O)N2CCN(C(=O)c3c(-c4ccccc4)noc3C)CC2)cc1
  9	0	-1.2	-7	-3	2	-7	4	2
> C#CCOCCOCCOCCNc1nc(N2CCN(C(=O)Cn3cc(CCCCN)nn3)CC2)nc(N2CCN(C(=O)Cn3cc(CCCCN)nn3)CC2)n1
  4	2	-2.3	0	-4	-4	-2	-3	4
> Cc1cc(NC(=O)c2noc3c2CCCC3)no1
  2	-3	-2.5	5	0	8	-4	3	-3
> Cn1c(=O)n(C)c2cc(NC(=O)CSc3ccccc3)ccc21
  7	29	10	3	7	9	4	2	5
> CC(=O)N1CCc2c(sc(NC(=O)Cc3ccc(F)cc3)c2C(N)=O)C1
  3	6	-2.3	10	7	1	-2	4	4
> CCS(=O)(=O)C(=C(Nc1ccc(OC)cc1)Nc1ccc(OC)cc1)S(=O)(=O)CC
  2	0	-6.5	9	8	-7	-2	2	3
> COC(=O)c1ccc(C2c3c(oc4ccc(Cl)cc4c3=O)C(=O)N2CCN2CCOCC2)cc1 (configuration not stated)
  -1	1	-0.1	1	-1	1	7	3	5
> O=C(Nc1cccc2ccccc12)c1cc2c(cc1Br)OCO2
  1	82*	-0.6	3	0	1	-1	2	0
> COc1ccc(NC(=O)c2ccc(S(=O)(=O)N3CCCCCC3)cc2)c(OC)c1
  5	1	1.2	4	-2	-7	-2	3	0
> Nc1cc(=O)[nH]c(SCC(=O)Nc2ccc(N3CCOCC3)cc2)n1
  3	-1	nt	-2	nt	nt	nt	1	nt

In another format: entries from further up.
| structure | PAFAH1B2 FP inh | AHR act | MEX-5 binding | GLD-1 TGE inh | MCL1-BIM inh | PME-1 inh | Fam108B counter | pPAFAH inh | BCLXL inh |
| --- | --- | --- | --- | --- | --- | --- | --- | --- | --- |
| Cc1ccc(C(=O)NNC(=O)C2CCN(c3ncccn3)CC2)cc1 | 5 | 3 | 1.3 | 6 | 6 | -2 | -6 | -1 | 5 |
| COC(=O)c1ccc(C2c3c(oc4ccc(Cl)cc4c3=O)C(=O)N2CCN2CCOCC2)cc1 (configuration not stated) | -1 | 1 | -0.1 | 1 | -1 | 1 | 7 | 3 | 5 |
| CC1CC(C)CN(C(=O)Cn2nnc(-c3ccccc3)n2)C1 (configuration not stated) | 6 | 3 | -0.4 | 2 | 7 | -7 | 5 | 5 | 9 |

Records listed so far printed as active in BCLXL inh:
compound | PAFAH1B2 FP inh | AHR act | MEX-5 binding | GLD-1 TGE inh | MCL1-BIM inh | PME-1 inh | pPAFAH inh | BCLXL inh
CCOC(=O)c1c2c3c(cccc3[nH]c1=O)C(=O)c1ccccc1-2 | 4 | 23 | -5.6 | 21 | 47* | 9 | -2 | 54*
